High-throughput results: PubChem, several laboratories
FadD28 binding – M. tuberculosis FadD28 bisubstrate binding inhibition; hit rate 0.22% among 360,000; AID 588549; inhibition, % at 12.5 µM; FadD28 bisubstrate probe binding, fluorescence polarization; in the data active means inhibition above about 8.5%, passing the limit was not always enough; inconclusive means no clear call, values can overlap the other calls
GDH-TPI counter – inhibits GDH-TPI coupling enzymes, artifact for Mtb FBA screen. GDH-TPI coupled enzyme counterscreen, NADH absorbance. inhibition, % at 4.8 µM. hit rate 1.2% among 360,000. AID 588335; in the data active means inhibition above about 30%;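 further: 0% = DMSO wells and 100% = wells lacking the enzyme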
PrPC TRFRET – cell surface PrPC inhibition, primary TR-FRET screen; hit rate 0.43% among 370,000; inhibition, % at 13.8 µM; AID 720596; TR-FRET read-out; in the data active means inhibition above about 24%; further: 0% = median of the test wells and 100% = reference compound wells
BioA inh – blocks M. tuberculosis BioA enzyme activity; hit rate 0.096% among 360,000; purified M. tuberculosis BioA enzyme, plate reader; inhibition, % at 9.99 µM; in the data active means inhibition above about 40%; inconclusive means no clear call, values can overlap the other calls
MazEF act – increases E. coli MazEF RNase cleavage of RNA. FAM/BHQ RNA-DNA oligo cleavage fluorescence, 5 h. activation, % at 20 µM. hit rate 0.32% among 350,000; in the data active means activation above about 50%
Target sequence (P0AE70 whole entry, looked up): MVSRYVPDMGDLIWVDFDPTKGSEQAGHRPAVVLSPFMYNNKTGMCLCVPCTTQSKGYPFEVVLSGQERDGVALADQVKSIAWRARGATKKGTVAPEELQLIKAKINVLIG
BoNT F protease – blocks Botulinum neurotoxin F light chain protease. Multiplex microsphere protease cleavage assay, flow cytometry. inhibition, % at 10 µM. hit rate 0.22% among 360,000. AID 588497; in the data active means inhibition above about 35%, passing the limit was not always enough; inconclusive means no clear call, values can overlap the other calls; further: plate controls were buffer without enzyme for full effect and enzyme alone for no effect
UGM FP inh – blocks M. tuberculosis UGM enzyme | AID 504406 | hit rate 0.06% among 320,000 | inhibition, % at 10 µM | P9WIQ1 | purified UGM, fluorescence polarization probe displacement; in the data active means inhibition above about 10%, passing the limit was not always enough; inconclusive means no clear call, values can overlap the other calls
Target sequence (P9WIQ1 whole entry, looked up): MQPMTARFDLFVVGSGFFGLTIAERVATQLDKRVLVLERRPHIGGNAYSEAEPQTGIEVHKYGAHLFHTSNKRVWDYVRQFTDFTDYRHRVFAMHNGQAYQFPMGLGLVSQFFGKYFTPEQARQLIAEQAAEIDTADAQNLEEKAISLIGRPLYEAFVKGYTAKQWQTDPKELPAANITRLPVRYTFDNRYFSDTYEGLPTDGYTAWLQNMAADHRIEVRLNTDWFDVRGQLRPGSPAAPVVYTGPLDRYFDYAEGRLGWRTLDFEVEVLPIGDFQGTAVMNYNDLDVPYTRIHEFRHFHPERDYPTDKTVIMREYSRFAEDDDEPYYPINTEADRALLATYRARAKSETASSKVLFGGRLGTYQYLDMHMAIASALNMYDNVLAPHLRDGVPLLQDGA
Mtb FBA inh – inhibits M. tuberculosis FBA enzyme. purified M. tuberculosis FBA, fluorescence read-out. inhibition, % at 1 µM. hit rate 2.3% among 360,000. AID 588726; in the data active means inhibition above about 27%;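 further: 0% = vehicle and 100% = reference inhibitor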
Target sequence (P9WQA3 whole entry, looked up): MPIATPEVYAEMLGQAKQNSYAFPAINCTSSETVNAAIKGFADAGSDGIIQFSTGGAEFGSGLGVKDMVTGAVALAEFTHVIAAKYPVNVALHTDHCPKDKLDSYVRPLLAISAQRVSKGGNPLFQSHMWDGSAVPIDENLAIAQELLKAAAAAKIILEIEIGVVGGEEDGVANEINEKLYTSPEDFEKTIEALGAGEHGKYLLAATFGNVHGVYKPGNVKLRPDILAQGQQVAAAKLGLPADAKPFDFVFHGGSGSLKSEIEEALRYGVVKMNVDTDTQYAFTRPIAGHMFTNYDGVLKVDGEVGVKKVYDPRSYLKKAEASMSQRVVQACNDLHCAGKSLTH
Rv3671c protease – inhibits the M. tuberculosis serine protease Rv3671c. P9WHR9. inhibition, % at 5.96 µM. hit rate 0.048% among 320,000. AID 2606; in the data active means inhibition above about 38%;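 further: extracellular domain of Rv3671c used as enzyme; 0% = enzyme with DMSO and 100% = no enzyme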
* marks the source's active call; other numbers are inactive results; ? = inconclusive; . = not tested or not shown; & = joins results of further samples.

SMILES	FadD28 binding	GDH-TPI counter	PrPC TRFRET	BioA inh	MazEF act	BoNT F protease	UGM FP inh	Mtb FBA inh	Rv3671c protease
C[C@H](CO)N1C[C@H](C)[C@@H](CN(C)S(=O)(=O)c2ccccc2F)OCc2cnnn2CCCC1=O	-0.5	7.1	-6.2	0.0&0.6	-0.6	0.1	.	1.8	.
COc1ccccc1C(=O)NC(=O)COC(=O)c1nc(Cl)ccc1Cl	-0.1	7.2	-0.2	-0.3	2.3	-2.0	2.2	0.6	0.4
Cc1cc(C)n(S(=O)(=O)c2ccc(C)c(C)c2C)n1	-3.0	6.8	-2.4	-1.8	12.1	0.4	-2.1	-8.9	-2.8
COc1ccc(NC(c2ccccc2)c2ccncc2)cc1 (stereo not given)	-3.3	-12.1	10.5	0.4	-2.8	-18.8	-0.5	1.2	0.4
Cc1onc(C(=O)NC2CCCCC2)c1[N+](=O)[O-]	-3.2	-4.2	.	-1.1	1.6	1.7	-0.7	-1.8	2.0
CCc1ccc(/C=N/NC(=O)c2cc(C3CC3)nc3ccc(Br)cc23)s1	-0.2	27.8	4.9	-0.8	-1.1	-9.2	1.5	-1.3	5.3
CCOC(=O)c1c(C)[nH]c(C(=O)COC(=O)c2ccc(O)cc2O)c1C	-2.2	17.5	-3.7	-1.0	-10.3	5.8	-4.9	1.9	-25.3
COC(=O)c1ccc(OCC(=O)NC2CCCCCCC2)cc1	-1.2	3.2	12.7	.	-5.4	-12.0	1.3	0.1	-2.4
O=C(Cc1c(F)cccc1Cl)Nc1ccc(S(=O)(=O)N2CCOCC2)cc1	-1.8	-7.3	2.0	-0.3	3.1	-3.6	1.1	-2.4	-3.1
COC(=O)C1=C(N)Oc2cc(C)n(CC3CCCO3)c(=O)c2C1c1ccc(Cl)c(Cl)c1 (stereo not given)	-0.2	13.8	7.1	0.8	-1.8	11.9	1.7	2.0	-10.1
CN(C(=O)/C=C/c1ccco1)c1ccccc1C(=O)O	1.0	32.1*	-0.3	-2.5	-7.5	2.6	-0.2	4.9	-3.0
O=C(NC(=S)Nc1nc(-c2cccc([N+](=O)[O-])c2)cs1)c1cc(Cl)ccc1Cl	-1.4	20.7	1.7	.	0.6	-7.2	1.4	0.8	-4.8
O=C(CCl)Nc1cccc(-c2cnc3ccccc3n2)c1	1.3	11.3	-14.9	-0.2	4.8	12.4	-2.0	4.0	-16.1
COc1ccc(CCN2C(=O)C(Oc3ccccc3C)C2c2ccc3c(c2)OCO3)cc1 (stereo not given)	0.7	8.7	0.9	-0.9	-0.4	-20.1	-1.3	1.6	-6.5
COC(=O)Cc1[nH]nc2c1C(c1ccc(O)c(OC)c1)C(C#N)=C(N)O2 (stereo not given)	1.5	12.7	-5.9	-3.4	4.0	-0.9	-1.6	-3.5	4.2
O=C(NCCN1CCc2ccccc2C1)Nc1ccc([N+](=O)[O-])cc1	-0.6	40.3*	-18.1	3.4	1.8	-4.4	1.0	1.6	7.9
Cc1c(C)n(C)c2ccc(C(=O)NCCc3ccco3)cc12	0.4	12.9	1.9	-1.6	5.8	-2.3	0.5	0.0	-184.9
COc1cc(C(=O)NC(=S)Nc2ccc(N3CCCC3)cc2)cc(OC)c1OC	-4.7	-1.5	-5.7	.	-0.9	-11.5	-2.1	-2.4	3.5
Cc1nc(Nc2cccc(F)c2)c2oc3ccccc3c2n1	-3.4	10.0	-1.1	1.8	3.5	-26.7	-3.8	0.1	-18.4
COCCNC(=O)c1ccc2c3n(nc2c1)-c1ccccc1CO3	-1.1	6.0	-25.1	0.7	-3.6	-8.4	0.2	16.2	-1.8
CC(=O)N1C(=O)C2(NCC(C)N2)c2ccccc21 (stereo not given)	-1.0	6.7	-2.4	0.5	.	-1.0	.	-3.9	.
CC(=O)OC(COc1ccc(F)cc1)Cn1cnc2ccccc21 (stereo not given)	-2.6	-3.5	3.2	.	-0.6	-8.9	-0.7	-0.7	2.3
Cc1ccc(S(=O)(=O)N2C[C@@H]3CCCC[C@@H]3[C@@H](C)[C@H]2c2cn(Cc3ccccc3)c3ccccc23)cc1	-3.9	2.7	2.7	0.6	-5.8	0.9	.	0.1	.
N=c1oc2ccc(Br)cc2cc1C(=O)NC1CCCCCC1	2.4	5.2	4.5	-2.5	-12.2	18.9	0.7	5.2	-6.9
COc1ccc(-c2noc(C3CCCN(C(=O)c4ccc(C)cc4)C3)n2)cc1 (stereo not given)	0.3	-2.6	-1.9	.	-0.4	-2.0	-1.6	2.8	3.0
O=C(Nc1ccc2c(c1)CCC2)c1cccc(S(=O)(=O)N2CCN(c3ccccc3)CC2)c1	-1.5	7.5	10.4	-1.7	-3.9	-6.3	1.5	-10.5	-47.9
Cc1ccccc1Oc1ccc(NC(=O)C2CC=CCC2C(=O)O)cc1 (stereo not given)	-5.5	8.9	-5.5	0.1	2.1	2.7	1.0	-1.6	1.0
Cc1cc(=O)[nH]c2sc(C(=O)N3c4ccccc4CC3C)c(N)c12 (stereo not given)	-3.3	7.0	-2.5	.	-1.0	6.2	-2.6	-0.2	2.1
CCN(/C=N/S(=O)(=O)c1ccc(Cl)cc1)CC	-1.0	-8.6	-0.3	.	10.0	-4.1	0.4	-4.1	-1.0
COc1ccc(N2CCN(C(=O)Cn3nnc(-c4cccs4)n3)CC2)cc1	-0.6	8.3	-2.2	.	-2.0	-13.1	-2.8	0.1	1.0

Six entries from above in another layout:
molecule | FadD28 binding | GDH-TPI counter | PrPC TRFRET | BioA inh | MazEF act | BoNT F protease | UGM FP inh | Mtb FBA inh | Rv3671c protease
N=c1oc2ccc(Br)cc2cc1C(=O)NC1CCCCCC1 | 2.4 | 5.2 | 4.5 | -2.5 | -12.2 | 18.9 | 0.7 | 5.2 | -6.9
COc1ccc(-c2noc(C3CCCN(C(=O)c4ccc(C)cc4)C3)n2)cc1 (stereo not given) | 0.3 | -2.6 | -1.9 | . | -0.4 | -2.0 | -1.6 | 2.8 | 3.0
O=C(Nc1ccc2c(c1)CCC2)c1cccc(S(=O)(=O)N2CCN(c3ccccc3)CC2)c1 | -1.5 | 7.5 | 10.4 | -1.7 | -3.9 | -6.3 | 1.5 | -10.5 | -47.9
Cc1ccccc1Oc1ccc(NC(=O)C2CC=CCC2C(=O)O)cc1 (stereo not given) | -5.5 | 8.9 | -5.5 | 0.1 | 2.1 | 2.7 | 1.0 | -1.6 | 1.0
Cc1cc(=O)[nH]c2sc(C(=O)N3c4ccccc4CC3C)c(N)c12 (stereo not given) | -3.3 | 7.0 | -2.5 | . | -1.0 | 6.2 | -2.6 | -0.2 | 2.1
CCN(/C=N/S(=O)(=O)c1ccc(Cl)cc1)CC | -1.0 | -8.6 | -0.3 | . | 10.0 | -4.1 | 0.4 | -4.1 | -1.0

Continuation:
SMILES	FadD28 binding	GDH-TPI counter	PrPC TRFRET	BioA inh	MazEF act	BoNT F protease	UGM FP inh	Mtb FBA inh	Rv3671c protease
CC(=O)N1C[C@H]2CON(C)[C@H]2C[C@H]1c1cccc(-c2cc(Cl)cc(Cl)c2)c1	-4.4	7.2	-4.6	0.4	4.0	-2.6	.	-0.7	.
O=C(C1CCCN(C2CC(=O)N(c3ccc(F)cc3)C2=O)C1)N1CCCC1 (stereo not given)	-4.4	-3.1	-1.0	0.5	-1.7	-2.3	-2.9	-2.5	.
Cc1ccc(NCC(=O)N=Nc2c(O)[nH]c3ccc([N+](=O)[O-])cc23)cc1	.	.	-30.1	.	12.9	.	0.7	.	0.0
CC(=O)Nc1cc2c(cc1[N+](=O)[O-])OCCO2	-1.4	1.6	-33.5	1.4	4.8	-1.3	-2.0	-1.5	1.1
COc1ccc(Br)c(C(=O)N(C)CC(=O)Nc2ccc(N3CCOCC3)cc2)c1	-1.9	-1.4	-4.2	.	0.5	-105.2	.	2.7	-8.4
COc1ccccc1CCNC(=O)C1CCC(=O)N(Cc2ccccc2OC)C1 (stereo not given)	1.1	-2.4	-5.4	-0.2	1.6	-0.2	-2.4	4.4	8.0
Cc1cc2c3c(c1C)C1(C(=O)N3C(C)(C)CC2C)C(C#N)=C(N)Oc2cc(O)ccc21 (stereo not given)	-7.4	-0.9	-8.3	0.2	-1.6	-1.8	-0.2	-3.3	-7.4
C#CCNC(=O)C1=C[C@H](C)[C@@H](CCCO)[C@H](OCC)O1	-1.8	1.7	1.2	-1.0&-0.6	1.8	-2.7	2.8	0.5	10.0
COc1ccc2c(c1OC)C(=O)N(c1cccc(C(F)(F)F)c1)C2	-3.6	3.4	6.2	-2.7	0.5	-1.3	-2.5	5.2	-2.8
Cc1nn(Cc2ccccc2)c(C)c1CNC(=O)c1ccc(F)c(S(=O)(=O)N2CCOCC2)c1	0.0	1.1	10.1	-2.8	-2.6	-8.0	3.7	0.1	2.1
CC(=O)C1C(c2ccc(OC(F)F)cc2)NC(=O)NC1(O)C(F)(F)F (stereo not given)	-1.9	-0.5	2.5	-0.1	0.7	-2.5	0.8	1.1	9.1
Cc1sc2ncnc(-n3cnc4ccccc43)c2c1C	0.4	1.6	-2.4	7.0	9.6	3.6	1.0	10.8	-9.1
CC(C)=CC1C=C(C)C(C)C2C(=O)NNC(=O)C12 (stereo not given)	-3.1	5.3	3.2	-1.7	-12.6	-10.3	0.9	0.4	-6.3
COc1ccccc1Nc1nc2c(C)cccc2cc1C#N	0.5	14.7	-5.8	-2.0	97.8*	0.9	-1.5	1.6	-1.5
O=C(Nc1cccc2ccccc12)N1CCC2(CC1)OCCO2	-0.4	7.0	4.8	.	2.3	4.0	4.0	44.6*	-8.4

A draw from above in order of SMILES length, low to high:
SMILES	FadD28 binding	GDH-TPI counter	PrPC TRFRET	BioA inh	MazEF act	BoNT F protease	UGM FP inh	Mtb FBA inh	Rv3671c protease
O=C(Nc1cccc2ccccc12)N1CCC2(CC1)OCCO2	-0.4	7.0	4.8	.	2.3	4.0	4.0	44.6*	-8.4
C#CCNC(=O)C1=C[C@H](C)[C@@H](CCCO)[C@H](OCC)O1	-1.8	1.7	1.2	-1.0&-0.6	1.8	-2.7	2.8	0.5	10.0
Cc1nn(Cc2ccccc2)c(C)c1CNC(=O)c1ccc(F)c(S(=O)(=O)N2CCOCC2)c1	0.0	1.1	10.1	-2.8	-2.6	-8.0	3.7	0.1	2.1

Other entries.
SMILES	FadD28 binding	GDH-TPI counter	PrPC TRFRET	BioA inh	MazEF act	BoNT F protease	UGM FP inh	Mtb FBA inh	Rv3671c protease
Cc1noc(C)c1CC(=O)N1CCCC(C(=O)c2ccc(C(C)(C)C)cc2)C1 (stereo not given)	-1.3	-1.6	6.3	4.3	-11.6	-1.6	2.6	-0.4	1.7
CC(C)(C)NC(=O)C(=O)NNC(=O)c1ccccc1	-1.9	16.4	1.8	-1.0	7.1	-10.5	1.3	2.2	10.1
CCCCOc1ccc(-c2nnc(-c3cc[n+](C)cc3)o2)cc1	-1.1	14.9	-79.2	.	2.8	1.7	3.8	-1.1	6.8
COc1ccc(/C(C)=N/NC(=O)OC(C)(C)C)cc1[N+](=O)[O-]	-0.4	0.8	-13.0	.	9.7	7.4	-0.5	-0.3	-2.0
O=C1NC(Cc2ccccc2)c2nc3cc(Cl)ccc3c(=O)n2-c2ncccc21 (stereo not given)	-4.6	10.3	3.5	0.4	9.7	-5.3	.	-2.8	.
Cc1ccc(Cl)cc1NC(=O)c1cc(S(=O)(=O)N2CCOCC2)cn1C	-0.3	1.4	0.8	0.5	-8.0	-0.6	-0.8	5.3	-2.7
C/C(=N\NC(=O)CC(C)C)c1ccc(N2CCCCC2)cc1	-0.7	16.7	3.0	0.2	8.4	-2.2	-1.7	-1.6	4.9
CC(C)C(C)N(Cc1cccc(C(=O)O)c1)C(=O)c1ccc2ccccc2n1 (stereo not given)	-0.8	-0.7	2.1	1.3	-3.4	?	0.2	-0.3	-8.1
O=C(CNc1ccc(Oc2ccccc2)cc1)N1CCOCC1	-5.5	10.8	4.3	2.3	4.3	-22.9	-0.4	-4.6	-9.5
Cc1ccc(NC(=O)c2cccc(S(=O)(=O)N3CCCCC3)c2)cc1	-2.1	-5.0	11.3	0.5	11.8	10.7	3.5	-0.3	-8.8
COc1ccc(CCCNC(=O)C2CCC(=O)N(Cc3ccc(Cl)cc3)C2)cc1 (stereo not given)	-4.4	6.8	-5.0	3.6	-5.2	5.1	.	1.7	.
O=C(COC(=O)c1ccccn1)Nc1ccc(S(=O)(=O)N2CCOCC2)cc1	0.6	0.3	4.2	.	-0.2	-9.5	1.1	-0.9	1.3
